Screening data from PubChem BioAssay.
PTHR1 ag: activates the human parathyroid hormone receptor PTHR1; AID 743266; 0.075% of 410,000 active; HEK293 GP2 PTHR1 cells, GloSensor cAMP luminescence, 1 h; Potency, µM (titrated, usually from 115 µM), inactives show at the highest dose activation, actives largely listed as activators; Q03431; also: potency is read from the fitted curve at half-maximal effect; nearly all actives have a fitted effect of over 55% in size; some results filed as inactive show a strong effect at the top dose; inactives centre near -15; many of its hits are not listed in these tables
Target sequence (Q03431 whole entry, looked up): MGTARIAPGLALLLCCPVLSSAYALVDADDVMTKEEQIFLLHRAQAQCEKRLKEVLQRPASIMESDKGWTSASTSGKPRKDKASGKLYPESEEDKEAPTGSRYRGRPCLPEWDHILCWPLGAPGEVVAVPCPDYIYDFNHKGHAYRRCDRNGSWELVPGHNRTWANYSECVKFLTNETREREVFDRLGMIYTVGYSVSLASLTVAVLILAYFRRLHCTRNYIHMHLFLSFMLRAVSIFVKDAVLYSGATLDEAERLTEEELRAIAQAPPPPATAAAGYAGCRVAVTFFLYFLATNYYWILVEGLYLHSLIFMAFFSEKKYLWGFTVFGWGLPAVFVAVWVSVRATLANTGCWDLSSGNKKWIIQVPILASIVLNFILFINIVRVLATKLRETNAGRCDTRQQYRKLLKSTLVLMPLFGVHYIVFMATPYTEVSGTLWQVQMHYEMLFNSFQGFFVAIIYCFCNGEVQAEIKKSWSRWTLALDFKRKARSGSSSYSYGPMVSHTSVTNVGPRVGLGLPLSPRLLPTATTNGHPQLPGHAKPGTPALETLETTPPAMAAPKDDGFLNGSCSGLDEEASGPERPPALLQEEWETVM
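HEK-293-derived GP2 cells expressing PTHR1 and a GloSensor cAMP reporter, 3,000/well, plated overnight, given luciferin plus IBMX (each 0.5 mM as added) for 1 h at 37 °C, then compound for 1 h at 37 °C. Luminescence was read after 15 min at room temperature.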
TDP-43 yeast inh: inhibitors of TDP-43 toxicity in yeast; TDP-43 expressing yeast growth rescue, BacTiter-Glo, 24 h; Potency, µM (top dose mostly 46.1 µM), for the others: at the highest dose growth rescue (activation), usual class: activators; 1.8% of 410,000 active; AID 652104; also: potency is read from the fitted curve at half-maximal effect; % of control where 0% means no effect; nearly all actives have a fitted effect of over 50% in size
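Readout is BacTiter-Glo luminescence of cell growth, so inhibitors register as activators. TDP-43-expressing yeast at OD600=0.02 in galactose medium, after raffinose pregrowth to mid-log, were incubated with compound for 24 hr at 30 deg C.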
GLP1R inv ag: GLP-1 receptor (human) inverse agonism. 1.6% of 410,000 active. AID 624417. Potency, µM (doses to about 38.3 µM), for inactives: at the highest dose activity change, negative = inhibition, usual class: inhibitors. HEK293 GLP-1R CRE-luciferase, luminescence, 24 h; GLP-1R form is constitutively active; also: potency is read from the fitted curve at half-maximal effect; % is scaled to controls: 0 for no effect and ±100 for the full control effect; nearly all actives have a fitted effect of over 55% in size
Target sequence (P43220 whole entry, looked up): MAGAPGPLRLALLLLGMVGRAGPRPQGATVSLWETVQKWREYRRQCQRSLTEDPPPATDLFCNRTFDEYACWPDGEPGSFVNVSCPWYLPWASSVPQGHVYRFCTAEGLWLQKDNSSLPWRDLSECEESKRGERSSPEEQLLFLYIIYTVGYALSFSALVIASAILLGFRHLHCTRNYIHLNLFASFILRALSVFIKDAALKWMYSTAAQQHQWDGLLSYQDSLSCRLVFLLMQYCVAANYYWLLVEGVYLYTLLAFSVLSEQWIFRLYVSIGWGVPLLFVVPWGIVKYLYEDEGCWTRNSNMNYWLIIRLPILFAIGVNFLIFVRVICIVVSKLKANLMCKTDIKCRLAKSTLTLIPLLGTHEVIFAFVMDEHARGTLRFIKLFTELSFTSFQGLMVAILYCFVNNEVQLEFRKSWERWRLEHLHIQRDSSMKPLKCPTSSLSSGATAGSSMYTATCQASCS
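Assay principle: reduced luminescence from a cAMP-responsive reporter in HEK293 cells co-expressing a constitutively active GLP-1R. Conditions: 24 hr compound incubation, 37 deg C, 5% CO2.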
Abeta yeast res: compounds reversing amyloid beta toxicity in yeast. yeast expressing A-beta42, growth rescue, OD600, 48 h; response scale: 0% DMSO, 100% iron-clioquinol control. 0.063% of 410,000 active. Potency, µM (series often up to 46.1 µM), for the others: top-dose growth rescue, most hits filed as activators. AID 1347071; also: potency is read from the fitted curve at half-maximal effect; nearly all actives have a fitted effect of over 55% in size
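Growth rescue measured by 600 nm absorbance after 48 h yeast culture at 30 C with compound. Values normalized between DMSO and an equimolar ferric chloride plus clioquinol control.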
aSyn rescue: rescues yeast growth from alpha-synuclein toxicity. Yeast expressing alpha-synuclein, growth rescue, BacTiter-Glo, 24 h. AID 652106. 0.14% of 370,000 active. Potency, µM (highest dose often 46.1 µM), for the others: at the highest dose growth rescue (activation), usual class: activators; also: potency is read from the fitted curve at half-maximal effect; % of control where 0% means no effect; nearly all actives have a fitted effect of over 65% in size
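Rescue of yeast growth: cells expressing toxic alpha-synuclein, induced in galactose at OD600 0.02, incubated with compound 24 h at 30 C. ATP luminescence quantified growth; inhibitors of toxicity appear as activators.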
FUS yeast rescue: FUS proteinopathy suppression in yeast | S. cerevisiae FUS-expressing, growth rescue, OD600, 24 h | Potency, µM (doses to about 76.6 µM), for inactives: top-dose growth rescue (activation), hits mostly activators | 0.24% of 390,000 active;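 also: potency is read from the fitted curve at half-maximal effect; plate controls were DMSO vehicle for no effect and reference control for full effect; nearly all actives have a fitted effect of over 55% in size; some results filed as inactive show a strong effect at the top dose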
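Toxicity suppression screen in FUS-yeast. Cells induced with 2% galactose, starting OD 0.005, treated 24hr at 30C with compounds at multiple final concentrations; growth by OD600.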
GLP-1R agonist: agonists of human GLP-1 receptor; P43220; HEK293 GLP-1R CRE-luciferase, luminescence, 4-6 h; cells express a hypersensitive GLP-1R form; Potency, µM (top dose mostly 45.6 µM), inactives show top-dose activation, most hits filed as activators; 0.007% of 380,000 active; AID 624172; also: potency is read from the fitted curve at half-maximal effect; % of control where 0% means no effect
DRD3 antagonist: D3 dopamine receptor (human) antagonism; P35462; D3R cells, DiscoveRx beta-arrestin luminescence, antagonist mode; active compounds read low; max response, negative = inhibition, %; 2.5% of 360,000 active; AID 652054; in the data active = max response below about -50%; inconclusive = no clear call, values can overlap the other calls; also: % is scaled to controls: 0 for no effect and ±100 for the full control effect; mostly tested at two doses, the higher about 12 µM
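Cells plated overnight at 1500 cells/well, then exposed to library compounds with dopamine controls for 90 minutes at 37 degrees C. DiscoveRx reagent added for 30–60 minutes at room temperature; luminescence read, quantitative HTS format.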
Akt phos inh: Akt phosphorylation inhibition; AID 651550; 0.32% of 360,000 active; activity change, % for hits at 50 µM; Neuro2A IGF-stimulated pAkt S473 HTRF, 20 min; active compounds read low; in the data active = activity change below about -80%; inconclusive = mostly about -51% to -80%; also: % is scaled to controls: 0 for no effect and ±100 for the full control effect
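Neuro2A cells (4,500/well, DMEM with 0.5% FBS) were treated with compound at a single 50 µM final concentration, stimulated with 6 nM IGF for 20 min at 37 °C, and lysed. Phospho-Akt Ser473 was read by HTRF as 665/615 ratio ×10^4.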
* = called active by the depositor; i = inactive; ? = inconclusive; . = not tested or not shown; [ ] = remark or other dose. Unless noted, calls follow the shape of the dose curve; as a rule, active = well fitted curve in the direction sought with a large enough effect; inconclusive = small, poorly fitted or top-dose-only effect, or another doubt; inactive = no such curve, though single readings can be large; an effect the other way counts as inactive or inconclusive. Some of the compounds tested (hit frequency here may not be typical).

Results follow in this order: PTHR1 ag	TDP-43 yeast inh	GLP1R inv ag	Abeta yeast res	aSyn rescue	FUS yeast rescue	GLP-1R agonist	DRD3 antagonist	Akt phos inh
[1] COc1ccc(NC(=S)NCCNC(C)=O)cc1
    -6%	-6%	1%	-3%	-10%	-29%	-1%	?	i
[2] CCN1CCN(CC(=O)Nc2ccccc2)C(=O)C1=O
    -5%	0%	1%	9%	2%	-26%	1%	-12	i
[3] CCc1ccc(C(=O)COC(=O)CNC(=O)c2ccco2)cc1
    i	28%	9%	7%	3%	-11%	-5%	21	i
[4] Cn1c(=O)oc2cc(S(=O)(=O)N3CCc4ccccc43)ccc21
    -28%	22%	6%	20%	-1%	3%	-3%	20	i
[5] O=C(O)c1cc(NCc2cccs2)ccc1N1CCOCC1
    i	-17%	-2%	-7%	-3%	19%	3%	0	i
[6] CC(=O)Nc1ccc(S(=O)(=O)N(C)c2ccccc2)cc1
    ?	-13%	0%	9%	-5%	0%	-7%	17	.
[7] Cn1c(=O)c2c(nc(SCC(=O)O)n2Cc2cccc(C(F)(F)F)c2)n(C)c1=O
    i	-3%	2%	-1%[9.22 µM]	1%	-32%	-10%	-2	i
[8] COCC(=O)Nc1ccc(C(C)C)cc1
    23%	-30%[inhibitor]	9%	-32%	-6%	14%	-5%	-15	i
[9] Cc1ccc(NC(=O)c2ncn(CCCN(C)CCc3ccccn3)n2)cc1C
    -19%	-1%	-10%	-7%	-1%	-20%	1%	-18	i
[10] CNc1nc(SCC(=O)Nc2ccc(Cl)c(Cl)c2)nc(N2CCOCC2)n1
    i	13%	82%[activator]	-8%	-5%	-13%	5%	14	i
[11] O=C(Nc1ccc(C(=O)N2CCCC2)cc1)C1CCCCC1
    -14%	3%	12%	-12%	-20%	-10%	1%	-1	i
[12] CC1(C)CC2CC(C)(CN2C(=O)NC(=O)c2ccccc2)C1 (stereo unspecified)
    i	-1%	10%	8%	1%	.	11%	-4	i
[13] CCOc1ccc(CCNC(=O)C2CCCN(S(=O)(=O)c3c(C)n[nH]c3C)C2)cc1OCC (stereo unspecified)
    i	-8%	18%	6%	-3%	-3%	-1%	-6	i
[14] COc1ccc(CN2[C@@H](CC(C)=O)c3cc(C(F)(F)F)ccc3S2(=O)=O)cc1
    -35%[inhibitor]	18%	3%	-7%	10%	13%	-6%	12	i
[15] CCCCn1nnnc1NCc1cc(OC)c(OC)cc1OC
    -12%	-9%	0%	-3%	1%	13%	9%	-23	i
[16] COCc1cc(/C=N\NC(=O)COc2ccccc2)ccc1OC
    i	-15%	51%[activator]	4%	0%	10%	5%	-10	i
[17] Cc1ccc(C)c(NC(=O)Cn2ccn(-c3ccc4c(c3)OCO4)c(=O)c2=O)c1
    -3%	11%	5%	-9%	0%	3%	1%	19	i
[18] CCC(CO)NCc1sccc1C (stereo unspecified)
    i	-3%	-4%	-7%	1%	-10%	8%	9	i
[19] Cc1nn(C)c(Oc2ccc(Cl)cc2)c1C(=O)O
    i	6%	0%	16%	9%	8%	0%	-8	i
[20] CNC(=O)COc1ccc(Cl)c2cccnc12
    i	6%	20%	0%	6%	-28%	-14%	-6	i
[21] COC(=O)Cn1c2ccc(C)cc2c2nc(C)sc21
    i	0%	0%	-25%	-6%	16%	13%	-14	.
[22] CCCCCN(C(=O)NC(=O)Nc1ccc(C)cc1C)S(C)(=O)=O
    0%	-12%	-8%	-9%	0%	-4%	2%	-15	i
[23] COc1ccc(-c2cc(=O)c3c(OC)c(OC)c(OC)c(OC)c3o2)cc1OC
    -1%	?	23%	-17%	-9%	20%	?	41	i
[24] COc1ccccc1C(=O)N1CCC(N2CCN(c3ccccc3)CC2)CC1
    -11%	-5%	2%	9%	-2%	2%	-1%	-19	i
[25] Cc1cc(-n2c(C)cc(C(=O)CCl)c2C)no1
    -32%	3.5µM*	10µM*	-32%[inhibitor]	-7%	7%	-4%	-3	i
[26] COc1ccc(CN2CCNC(=O)C2CC(=O)N(C)Cc2ccccn2)cc1OC (stereo unspecified)
    -20%	-8%	4%	-9%	-5%	2%	4%	3	i
[27] Cc1cc(C)n2nc(SCC(=O)Nc3ccc(S(=O)(=O)N(C)C)cc3)nc2n1
    -13%	10%	2%	-2%	-6%	0%	0%	6	i
[28] CCc1nn(CC(=O)NCCCN2CCN(C)CC2)c(=O)c2cc3sccc3n12
    i	3%	3%	12%	-1%	-8%	2%	-7	i
[29] CC(=O)Nc1ccc(S(=O)(=O)N(Cc2cccnc2)Cc2cc3ccc(C)cc3[nH]c2=O)cc1
    -35%[inhibitor]	9%	2%	3%	1%	19%	12%	-8	i
[30] Cc1ccc(NC(=O)CCCn2c(=O)c3cccn3c3cccnc32)c(Cl)c1
    i	6%	5%	-8%	.	-5%	.	.	.

31	COc1ccc(Cl)cc1NC(=O)NC1CCCCC1
32	CN(C)c1cc[n+](CC(=O)Nc2cccc([N+](=O)[O-])c2)cc1
33	Cc1ccc(NC(=O)c2nnn(-c3cc(C)cc(C)c3)c2N)cc1
34	S=C1NC2(CCCCC2)NN1c1ccccc1
35	CC(Oc1ccccc1F)C(=O)NNC(=O)CC(C)c1ccccc1 (stereo unspecified)
36	CNC(=O)c1ncnnc1N(C)C(=O)NCc1ccccc1
37	CCN1CCN(C(=O)C2CCN(S(=O)(=O)c3ccc(Br)cc3)CC2)CC1
38	Cc1ccc(CNC(=O)COc2ccc(C(=O)c3ccc(F)cc3)cc2)cc1
39	COCCN(C(=O)CSc1nc2nc(C)cc(C)n2n1)c1c(N)n(Cc2ccccc2)c(=O)[nH]c1=O
40	COc1ccc(N2CCN(C(=O)CSc3nnc4n3C(C)(C)Cc3ccccc3-4)CC2)cc1
entry no. | 31 | 32 | 33 | 34 | 35 | 36 | 37 | 38 | 39 | 40
PTHR1 ag | -5%[57.5 µM] | i | -7%[57.5 µM] | i | i | ? | i | i | -16% | -22%[57.5 µM]
TDP-43 yeast inh | 18% | 15% | 1% | -16%[1.82 µM] | -1% | 0% | 6% | 5% | -18% | -12%
GLP1R inv ag | ? | 9% | ? | ? | -20% | 8% | ? | 2% | 11% | 0%
Abeta yeast res | 14% | -6% | -34%[inhibitor] | 26% | 5% | 0% | -7% | 0% | -7% | 7%
aSyn rescue | 2% | -1% | -9% | 1% | -1% | 1% | -2% | 0% | 0% | 3%
FUS yeast rescue | 9% | -22% | 12% | 4% | 2% | -4% | 9% | 8% | 6% | 24%
GLP-1R agonist | -1% | 0% | 4% | 7% | 0% | 2% | -2% | 1% | 0% | -8%
DRD3 antagonist | 0 | ? | 14 | 0 | -6 | 3 | -9 | 7 | 4 | 44
Akt phos inh | -127%* | i | i | i | i | i | i | i | i | i

Some values from above.
FUS yeast rescue, cpd 33 reads 12%
aSyn rescue, cpd 40 reads 3%

Of the compounds above, these contain fluorine.
7	Cn1c(=O)c2c(nc(SCC(=O)O)n2Cc2cccc(C(F)(F)F)c2)n(C)c1=O
14	COc1ccc(CN2[C@@H](CC(C)=O)c3cc(C(F)(F)F)ccc3S2(=O)=O)cc1
35	CC(Oc1ccccc1F)C(=O)NNC(=O)CC(C)c1ccccc1 (stereo unspecified)
38	Cc1ccc(CNC(=O)COc2ccc(C(=O)c3ccc(F)cc3)cc2)cc1
entry no. | 7 | 14 | 35 | 38
PTHR1 ag | i | -35%[inhibitor] | i | i
TDP-43 yeast inh | -3% | 18% | -1% | 5%
GLP1R inv ag | 2% | 3% | -20% | 2%
Abeta yeast res | -1%[9.22 µM] | -7% | 5% | 0%
aSyn rescue | 1% | 10% | -1% | 0%
FUS yeast rescue | -32% | 13% | 2% | 8%
GLP-1R agonist | -10% | -6% | 0% | 1%
DRD3 antagonist | -2 | 12 | -6 | 7
Akt phos inh | i | i | i | i

The list goes on:
41	CC(C)Oc1ccc(F)cc1-c1cc(C(=O)Nc2ccc(C(C)(C)C)cc2)[nH]n1
42	COc1ccc(CNC(=O)CCNS(=O)(=O)c2ccc3c(c2)CCCC(=O)N3)cc1
43	Cc1cccc(OCCSc2nncn2C)c1
44	CCCN1C(=O)C2(c3ccccc31)c1c(oc3cc(C)c(C)cc3c1=O)C(=O)N2CCCOC (stereo unspecified)
45	COc1ccc(/C=C/C(=O)N2CCC(c3nc4ccccc4o3)CC2)cc1
46	Cc1c(C)[n+](=O)c2c(n1[O-])CCC2
47	O=C1N[C@@H](c2ccccc2)COC(=O)[C@@H](Cc2ccc(F)cc2)CC/C=C/C[C@@H]1CC(=O)N(CCO)Cc1ccccc1
entry no. | 41 | 42 | 43 | 44 | 45 | 46 | 47
PTHR1 ag | 3% | i | i | -10% | -10% | i | i
TDP-43 yeast inh | 11% | -6% | 11% | 19% | ? | 14% | 19%
GLP1R inv ag | ? | 3% | 4%[0.307 µM] | 27% | -5% | 3% | ?
Abeta yeast res | -13% | -23% | 14% | -3% | -11% | 5% | 5%
aSyn rescue | -11% | -1% | 3% | . | . | 2% | -1%
FUS yeast rescue | 24% | -3% | -12% | 2% | 20% | 10% | ?
GLP-1R agonist | -3% | 4% | -6% | . | . | -8% | -3%
DRD3 antagonist | ? | . | 4 | . | . | 15 | 3
Akt phos inh | i | . | i | . | . | i | i
